Source: PubChem
MazEF act: activators of E. coli MazEF toxin-antitoxin RNase; 0.32% of 350,000 active; activation, % at 20 µM; FAM/BHQ RNA-DNA oligo cleavage fluorescence, 5 h; AID 504720; in the data active means activation above about 50%
Target sequence (P0AE70 whole entry, looked up): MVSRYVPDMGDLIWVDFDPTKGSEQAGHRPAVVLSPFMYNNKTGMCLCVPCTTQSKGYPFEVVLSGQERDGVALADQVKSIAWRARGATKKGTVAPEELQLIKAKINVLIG
PriA SSB inh: K. pneumoniae PriA-SSBct interaction inhibition | AlphaScreen SSBct-PriA binding, biotinylated peptide | inhibition, % at 33 µM | 0.6% of 430,000 active | AID 1272365; in the data active means inhibition mostly above about 37%, no sharp cut-off; inactive means mostly below about 20%;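 further: plate controls were negative control peptide for no effect and reference peptide for full effect; strong numbers were not always called active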
SARS 3CLpro inh: SARS-CoV 3CLpro protease inhibition | inhibition, % at 6 µM | 0.14% of 290,000 active | AID 1706 | recombinant SARS-CoV 3CLpro, quenched FRET peptide cleavage; in the data active means inhibition above about 12%
Yp Topo-I inh: Y. pestis Topo-I inhibition via cleavage products; activity, % at 10 µM; 0.064% of 360,000 active; Y. pestis Topo-I cleavage product accumulation, plate reader; AID 504884; in the data active means activity above about 50%, passing the limit was not always enough; further: inactives centre near 2
Anthrax LF prot: inhibitors of Bacillus anthracis lethal factor protease; inhibition, % at 10 µM; multiplex microsphere protease cleavage assay, LF; AID 588501; 0.12% of 360,000 active; in the data active means inhibition above about 30%; further: plate controls were buffer without enzyme for full effect and enzyme alone for no effect
DUSP3 inh: blocks human VHR1 dual specificity phosphatase. recombinant VHR phosphatase, pNPP absorbance. inhibition, % at 13.3 µM. 0.52% of 290,000 active. AID 1654; in the data active means inhibition above about 50%; further: some compounds called inactive have numbers as strong as hits
Target sequence (P51452 whole entry, looked up): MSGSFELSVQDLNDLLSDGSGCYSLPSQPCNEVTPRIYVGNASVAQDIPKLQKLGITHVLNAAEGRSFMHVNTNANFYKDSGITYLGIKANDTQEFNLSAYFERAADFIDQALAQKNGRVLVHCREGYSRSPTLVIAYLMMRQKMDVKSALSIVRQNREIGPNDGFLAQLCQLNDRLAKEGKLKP
BH1578 lux ind: inducers of Vibrio cholerae quorum light production without autoinducers; V. cholerae BH1578 lux reporter, luminescence, 6 h; activation, % at 18.7 µM; 0.16% of 350,000 active; in the data active means activation mostly above about 9.7%, no sharp cut-off; further: not every result past the cut was called active; inactives centre near 0; reference of the scale not given here
Rv3671c inh: inhibits the M. tuberculosis serine protease Rv3671c. P9WHR9. inhibition, % at 5.96 µM. 0.048% of 320,000 active; in the data active means inhibition above about 38%;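 further: extracellular domain of Rv3671c used as enzyme; 0% = enzyme with DMSO and 100% = no enzyme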
Target sequence (P9WHR9 whole entry, looked up, the tested form may be a part): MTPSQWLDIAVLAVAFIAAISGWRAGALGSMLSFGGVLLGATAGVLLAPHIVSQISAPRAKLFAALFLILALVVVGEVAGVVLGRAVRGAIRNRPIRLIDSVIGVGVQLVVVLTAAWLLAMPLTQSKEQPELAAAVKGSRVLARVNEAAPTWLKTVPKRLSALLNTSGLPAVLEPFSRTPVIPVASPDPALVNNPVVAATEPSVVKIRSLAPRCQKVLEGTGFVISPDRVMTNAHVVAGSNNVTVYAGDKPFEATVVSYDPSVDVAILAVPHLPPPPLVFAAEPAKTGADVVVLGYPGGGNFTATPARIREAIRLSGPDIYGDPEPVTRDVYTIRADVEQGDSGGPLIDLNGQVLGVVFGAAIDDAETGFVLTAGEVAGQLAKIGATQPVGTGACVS
TcdB GH inh: inhibitors of Clostridioides difficile toxin B glycohydrolase. P18177. TcdB glycohydrolase enzymatic assay, plate reader. inhibition, % at 9.99 µM. 0.24% of 350,000 active. AID 652162; in the data active means inhibition above about 10%
PfHsp40 rescue: rescue of PfHsp40-mediated yeast toxicity. S. cerevisiae expressing PfHsp40, growth rescue, ATP luminescence. growth rescue, % at 12.5 µM. 0.68% of 340,000 active; in the data active means growth rescue above about 28%, passing the limit was not always enough;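 further: yeast W303a lacking pdr1 and pdr3 grown in galactose medium; growth measured after three days at 30 °C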
Active calls of the source: *; i = inactive; · = no result given; & = joins results of further samples. These rows are one share of the data; rates above refer to the full screens.

SMILES	MazEF act	PriA SSB inh	SARS 3CLpro inh	Yp Topo-I inh	Anthrax LF prot	DUSP3 inh	BH1578 lux ind	Rv3671c inh	TcdB GH inh	PfHsp40 rescue
Cc1cc(O)c(C(C[N+](=O)[O-])c2ccc(Cl)cc2Cl)c(=O)o1 (stereo not given)	-12	-7&-9	6	-2	-4	23	i	-3	0.8	0.3
CNC(=O)C(C)NS(=O)(=O)c1ccc(F)cc1 (stereo not given)	7	-6	-3	-1	-1	21	-0.2	0	·	0.1
CS(=O)(=O)C1=NSC2=NC(=O)/C(=C\c3cccn3-c3ccccc3Cl)C(=N)N21	6	-6	4	-7	0	2	-0.2	-50	-1.7	2.2
CCOc1cc(N2CCOCC2)c(OCC)cc1NC(=O)c1ccccc1N1CCCC1=O	6	·	·	-8	-5	·	-3.0	·	-6.7	·
Cc1ccc(S(=O)(=O)N2CCCCC2CCNC(=O)C(=O)NC2CC2)cc1 (stereo not given)	1	-4	·	3	-1	·	i	2	-0.7	0.0
CC1C2CC(C(S(=O)(=O)N3CCOCC3)C2=O)C1(C)C (stereo not given)	-6	-9	3	-2	-10	5	i	2	·	-2.0
Cc1cccc(S(=O)(=O)NNC(=O)Cc2cccn2C)c1	0	-14	-7	1	3	11	1.2	-8	-1.7	1.4
Cc1ccc(S(=O)(=O)NCCN=C(CN2CCOCC2)NS(=O)(=O)c2ccc(C)cc2)cc1	-6	-6	-2	18	-1	-22	·	2	·	0.0
Cc1cc([N+](=O)[O-])nn1CC(=O)Nc1ccc(F)cc1	0	-12	3	-2	-3	5	-0.2	-4	0.1	1.2
CCOc1ccc(NC(=O)CCS(=O)(=O)c2ccc3c(c2)CCCN3C(=O)CC)cc1	-8	-5	1	-17	-13	0	i	5	·	-1.0
O=C(O)c1ccc(/C=N/NC(=O)C(O)(c2ccccc2)c2ccccc2)cc1	1	·	1	-2	-1	-12	-0.2	-7	2.4	0.8
CC(=O)Nc1cccc(NC(=S)Nc2cccc3ccccc23)c1	1	20	2	-3	-3	6	i	-1	-0.3	-0.2
Cc1oc(-c2ccccc2F)nc1CS(=O)CC(=O)NCCN1CCCCC1C (stereo not given)	3	-3	-1	-1	-2	18	i	0	0.4	-0.9
CCNS(=O)(=O)c1ccc(CCC(=O)NCCC2=CCCCC2)cc1	-7	-3	-5	-5	-2	-5	-0.2	-7	0.6	1.1
COc1ccc(S(=O)(=O)NCCSCc2ccco2)cc1C	-4	-21	0	22	-2	·	i	-14	0.6	0.4
COCCCNC(=O)C(=O)Nc1cc2c3c(c1)CCC(=O)N3CCC2	12	2	6	5	1	-20	2.4	-15	0.9	-0.3
COc1cc(OC)c(C#N)c(S(=O)(=O)Cc2ccccc2)c1	0	-13	1	-1	-7	13	·	-6	·	64*
COc1cccc(NC(=O)CN(C)C(C)C(=O)Nc2ccc(C#N)cc2)c1 (stereo not given)	5	-4	-5	8	4	0	-0.6	-4	0.8	-1.6
O=c1oc2ccccc2c(O)c1/C=C1\C=Nc2ccccc21	29	·	6	-17	2	41	i	7	·	110*
CCOc1ccc(NC(=O)Cn2c(=O)oc3cc(Cl)ccc32)cc1	8	-7	0	3	-6	-24	i	-3	0.1	-1.3

In the list so far, 2 have a cyano group.
SMILES	MazEF act	PriA SSB inh	SARS 3CLpro inh	Yp Topo-I inh	Anthrax LF prot	DUSP3 inh	BH1578 lux ind	Rv3671c inh	TcdB GH inh	PfHsp40 rescue
COc1cc(OC)c(C#N)c(S(=O)(=O)Cc2ccccc2)c1	0	-13	1	-1	-7	13	·	-6	·	64*
COc1cccc(NC(=O)CN(C)C(C)C(=O)Nc2ccc(C#N)cc2)c1 (stereo not given)	5	-4	-5	8	4	0	-0.6	-4	0.8	-1.6

Nothing new here: 2 of the compounds above.
SMILES	MazEF act	PriA SSB inh	SARS 3CLpro inh	Yp Topo-I inh	Anthrax LF prot	DUSP3 inh	BH1578 lux ind	Rv3671c inh	TcdB GH inh	PfHsp40 rescue
Cc1cc([N+](=O)[O-])nn1CC(=O)Nc1ccc(F)cc1	0	-12	3	-2	-3	5	-0.2	-4	0.1	1.2
CCOc1ccc(NC(=O)CCS(=O)(=O)c2ccc3c(c2)CCCN3C(=O)CC)cc1	-8	-5	1	-17	-13	0	i	5	·	-1.0

(continued)
SMILES	MazEF act	PriA SSB inh	SARS 3CLpro inh	Yp Topo-I inh	Anthrax LF prot	DUSP3 inh	BH1578 lux ind	Rv3671c inh	TcdB GH inh	PfHsp40 rescue
CCn1cc(CN2CCc3c([nH]c4ccccc34)C2c2cccc(OC)c2)c(C)n1 (stereo not given)	-14	2	6	14	-6	35	i	-3	2.0	0.3
C=CCOc1cccc(C2NC(=O)c3ccccc3O2)c1 (stereo not given)	5	-5	2	2	10	23	-0.4	3	-0.2	0.1
Cc1sc(NC(=S)NC(=O)C(C)(C)C)c(C(N)=O)c1C	2	-5	2	7	-1	27	-0.4	-4	·	-1.9
Cc1ccc(S(=O)(=O)N2CCN(C(=O)CC(C)n3nc(C)c(Cl)c3C)CC2)cc1C (stereo not given)	1	6	5	18	0	13	-0.1	-10	0.6	-0.2
COCCCN1C(=O)C(=O)/C(=C(/O)c2ccc(S(=O)(=O)N3CCOCC3)cc2)C1c1ccc(F)cc1 (stereo not given)	4	·	6	0	2	-20	-0.3	4	-1.5	-1.2
O=C(c1csc(Nc2ccccc2Cl)n1)N1CCCC1	3	3	4	12	-16	7	-0.1	3	·	-0.3
COc1ccccc1NC(=O)C1=C(C)Nc2ncnn2C1c1ccccc1C (stereo not given)	-8	-2	-3	0	·	3	-0.3	-12	·	-0.5
CCCCNC(=O)/C=C/c1cccs1	8	1	0	4	-4	-7	-0.6	1	·	-0.6
O=C1CS/C(=N/N=C2CCCC2)N1	6	·	0	4	-2	10	i	-8	·	-1.1
CCOC(=O)c1c(S(=O)(=O)NCC(=O)N2CCN(c3ccc(OC)cc3)CC2)c(C)n(C)c1C	2	5	4	0	-3	7	-3.1	-6	4.5	-0.1
Cc1cc(NC(=O)COc2cccc(C)c2C)no1	1	-6	-3	0	2	2	-0.2	-11	1.4	0.3
CCOc1ccc(-n2c(SCC(N)=O)nnc2-c2cccnc2)cc1	6	-3	1	-16	0	-3	-0.4	1	2.0	-0.1
COc1ccc(-c2sc3ccc(OC)cc3c2-c2ccc(OC)c(F)c2)cc1	-4	-12	·	2	2	·	-7.1	-6	0.7	-0.4
C[C@@H](C(=O)OCC(=O)c1ccccc1)N1C(=O)C2CCCCC2C1=O (stereo not given in full)	4	-1	·	3	7	·	i	-5	1.9	0.0
O=C(NCc1ccccc1)C1CCN(S(=O)(=O)c2ccc(Cl)cc2)CC1	4	1	3	18	6	30	-0.3	-2	1.1	1.6
O=Cc1ccc(-c2ccc([N+](=O)[O-])cc2Cl)o1	8	3	-1	4	2	-15	-1.3	·	0.3	4.8
Cc1cccc(NC(=O)C2CCCN2C(=O)Oc2ccccc2)c1C (stereo not given)	9	-9	-2	2	2	9	i	-6	·	2.6
CCCCCCn1c(=O)c(C(=O)N/N=C/c2cccc(F)c2)c(O)c2ccccc21	1	·	1	9	-1	-4	-0.4	-3	1.6	0.0
CCOC(=O)C1=CC(=O)CC(C)(C)O1	16	-2	·	-9	1	·	i	·	0.5	-0.3
COc1ccc(CC(=O)Nc2cc(Cl)ccc2C(=O)O)cc1	5	-14	2	2	-3	9	0.0	2	5.8	0.3
COc1ccc(NC(C)=O)cc1NC(C)C(=O)Nc1ccc(F)cc1 (stereo not given)	4	-15	8	0	-2	-5	-2.6	-2	·	0.1
O=C(CCN1N=C(c2ccccc2)CCC1=O)NC1CCCC1	1	-1	-2	-1	0	15	-0.4	2	0.3	1.4
O=C(Nc1c(-c2ccccc2)nc2sccn12)c1ccccc1	10	4	3	1	10	4	-13	6	·	1.0
COCCn1c(Cc2ccccc2)nnc1SCC(=O)NC(C)(C)C	-11	-2	-6	2	-3	10	i	1	·	-0.2
Cc1ccc(C(=O)N/C(=C/c2cccs2)C(=O)NCC2CCCO2)cc1 (stereo not given)	3	-9	2	11	10	31	i	-4	0.1	-0.8
Cc1ccc(CS(=O)(=O)CCC(=O)NCc2ccccc2Cl)cc1	10	0	0	8	-4	20	-3.8	-11	0.5	-0.7
CCOC(=O)CSc1nnc(CNc2ccc(F)cc2)o1	3	4	0	-12	-1	8	-0.1	0	·	-0.6
O=C(NC1CC2CCCC(C1)N2C(=O)Nc1ccc(Cl)c(C(F)(F)F)c1)C1CC1 (stereo not given)	4	-7	-3	2	-6	27	-1.9	-7	·	-0.9
Nc1nonc1C(=O)NCCNCc1cc(Br)ccc1OCc1ccccc1F	-10	-1	-1	18	-5	10	-0.7	-4	·	4.1
O=C1N/C(=N/S(=O)(=O)c2ccccc2)S/C1=C/c1cccnc1	1	·	-1	-1	-1	-12	0.4	1	-0.8	0.6
O=[N+]([O-])c1ccc2c(c1)C(=NO)c1cc(Cl)c(Cl)cc1-2	3	-15	·	-25	-3	·	i	·	0.2	0.4
COc1ccc(-c2nnc(NC(=O)c3ccc(S(=O)(=O)N4CCc5ccccc5C4)cc3)o2)cc1	-5	-5	-4	-3	2	29	i	-7	·	0.7
Cc1ccc(-n2c(SCC(=O)Nc3cc(C)on3)nc3c(c2=O)SC(C)C3)cc1 (stereo not given)	8	-1	3	8	2	23	2.1	-1	-0.4	1.5
COc1ccc(CCNC(=O)C2CC(c3cccc([N+](=O)[O-])c3)=NO2)cc1 (stereo not given)	8	-7	1	3	-1	-1	9.9	0	-0.2	-1.4
CCCC(CCC(=O)OC)(C(=O)OCC)c1csc(N)n1 (stereo not given)	-6	6	6	1	-4	12	i	-4	·	-2.0
COc1cc(Cn2ccnc2)c(OC)cc1Cn1ccnc1	0	-5	1	8	-3	37	-2.2	7	·	7.3
Cc1c(Cl)c([N+](=O)[O-])nn1CC(=O)NC(C)C1CC2CCC1C2 (stereo not given)	2	-12	1	-9	1	-6	0.5	-4	·	-0.6
Cc1cc2nc[nH]c2cc1[N+](=O)[O-]	6	-1	1	3	0	6	-0.3	-3	0.5	0.1
COc1ccc(OC)c(-c2csc(NC(=O)C3=NNC(=O)CC3)n2)c1	-5	8	1	0	-3	-4	i	4	0.8	-0.7
Nc1nc(SCC(=O)Nc2ccc(Cl)c(S(=O)(=O)N3CCOCC3)c2)n[nH]1	9	1	-2	-3	-12	3	i	-1	2.9	0.9
COC(=O)c1cnc(Oc2c(Cl)cc(N)cc2Cl)cc1C(F)(F)F	6	-9	2	-3	·	16	i	8	1.7	9.7
Cc1ccc2c(c1)C(=O)CC(c1ccccc1)S2 (stereo not given)	-1	-9	·	7	-5	·	i	·	0.2	-0.2
CCCCCCNC(=O)O[C@H]1Cn2c(=O)n(CCCCCC)c(=O)n2[C@@H]2CN(S(=O)(=O)c3ccc(C)cc3)C[C@]12O	-3	·	·	32	-1	·	-0.4	·	4.5	·
CCC(=O)c1ccc(OCC(=O)Nc2cccc(S(=O)(=O)N3CCCCCC3)c2)cc1	-6	3	·	14	·	·	0.7	·	0.2	0.8
CC1=C(C(=O)N(C)C)CC(CC(=O)NCC2CCCCC2)C(=O)N1CCC1=CCCCC1 (stereo not given)	0	·	·	29	-5	·	-1.1	·	0.6	·
O=C(Cc1cccs1)N1CCN(S(=O)(=O)c2cccc([N+](=O)[O-])c2)CC1	7	4	0	-9	2	-6	1.8	4	-0.1	-1.0
COc1ccc(OC)c(C2c3[nH]c4ccccc4c3C[C@H]3C(=O)N(CCCOC(C)C)CC(=O)N23)c1 (stereo not given in full)	-3	4	1	7	-4	16	-10	-7	1.1	0.5
Cc1ccc(CN2CCNC(=O)C2CC(=O)N(C)C2CCCCC2)o1 (stereo not given)	3	-26	1	2	0	44	3.1	4	1.4	1.3
Cc1ccc(NC(=O)N(CCCN2CCOCC2)Cc2cc3cc4c(cc3[nH]c2=O)OCO4)cc1	-24	-1	6	4	2	21	i	6	·	-0.5

A few values from the results shown.
Cc1ccc(NC(=O)N(CCCN2CCOCC2)Cc2cc3cc4c(cc3[nH]c2=O)OCO4)cc1 in Rv3671c inh shows 6
CCC(=O)c1ccc(OCC(=O)Nc2cccc(S(=O)(=O)N3CCCCCC3)c2)cc1 in Yp Topo-I inh shows 14
CCCCCCNC(=O)O[C@H]1Cn2c(=O)n(CCCCCC)c(=O)n2[C@@H]2CN(S(=O)(=O)c3ccc(C)cc3)C[C@]12O in BH1578 lux ind shows -0.4
